BaF3 tox = parental Ba/F3 cell viability inhibition, counter-screen for JAK2V617F inhibitor project, murine pro-B, CellTiter-Glo luminescence. CellTiter-Glo ATP luminescence. AID 1486, 2009. inhibition, % at 5.6 µM. actives 1.1% (n = 220,000);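 active means inhibition above a per-campaign cutoff, the mean inhibition of all tested compounds plus 3 SD, cut at about 27% in these data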;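 further: 0% = DMSO wells and 100% = JAK Inhibitor I control wells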
EP2 mod = EP2 receptor modulators, cAMP readout, primary screen, cell-based, HTRF cAMP, PGE2 stimulation; AID 940, 2007; induction, % at 25 µM; Prostaglandin E2 receptor EP2 subtype (Homo sapiens), P43116; actives 0.83% (n = 260,000); EP2-expressing cells, cAMP HTRF FRET, PGE2 co-stimulation;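 active means compounds whose cAMP rise, as percent of the full-agonist control response, exceeds 60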;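 further: rat C6 glioma line stably carrying human EP2 under a CMV promoter; the protocol text gives 20 µM as final concentration; 100% = response of wells given 1 µM PGE2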
TRPML3 agonist = human TRPML3 channel agonists, primary screen, cell-based, HEK293 TRPML3-YFP, Fluo-8 calcium fluorescence, 3 µM. Mucolipin-3 (Homo sapiens), Q8TDD5. 100% = the carbachol control signal. activation, % at 3 µM. actives 0.29% (n = 220,000);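 active means activation above its plate's cutoff, the mean activation of the plate's test wells plus 3 SD, cut at about 12% in these data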;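 further: 0% = DMSO only wells and 100% = carbachol wells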
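system = HEK293 cells stably carrying human TRPML3-YFP | doses = one concentration, 3 µM nominal, 0.3% DMSO | timing = dye loading 1 h 37 °C then 30 min ambient, 125 s read | detection = Fluo-8 calcium dye fluorescence, ex 470-495, em 515-575 nm | benchmarks = high control carbachol 87 µM, low control DMSO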
m-calpain inh = inhibitors of pig calpain II, primary screen, biochemical, fluorogenic peptide substrate, 1536-well. purified calpain II, 30 min. inhibition, % at 16 µM. actives 0.37% (n = 220,000);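 active means inhibition above about 50%, limit read from the data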
S1P4 agonist = S1P4 receptor agonists, primary screen, cell-based. AID 1509, 2009. Sphingosine 1-phosphate receptor 4 (Homo sapiens), O95977. S1P4-expressing cell line, agonist reporter assay. actives 0.35% (n = 220,000). activation, % at 4.98 µM; in the data active means activation above about 11%;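 further: 0% = DMSO vehicle and 100% = reference agonist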
S1P4 antag = S1P4 receptor antagonists, primary screen, cell-based; actives 0.26% (n = 220,000); inhibition, % at 4.98 µM; S1P4-expressing cells, antagonist mode, reporter read-out; Sphingosine 1-phosphate receptor 4 (Homo sapiens), O95977; in the data active means inhibition above about 29%;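 further: 0% = wells stimulated with agonist and 100% = vehicle wells without agonist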
Ba/F3 V617F tox = reduced viability of JAK2V617F-dependent Ba/F3 cells, primary screen, JAK2V617F inhibitor project, cell-based, Ba/F3 EpoR-JAK2V617F, luminescence; actives 1.1% (n = 220,000); inhibition, % at 5.6 µM; AID 1446, 2008; ATP luminescence;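 active means inhibition above the campaign mean plus 3 SD over all tested compounds, cut at about 24% in these data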;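 further: cytokine-independent growth of Ba/F3 cells driven by EpoR plus mutant JAK2; 0% = DMSO-treated cells and 100% = JAK inhibitor I control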
zfTRPN1 agonist = zebrafish TRPN1 channel agonists, primary screen, cell-based, HEK293, calcium fluorescence. transient receptor potential cation channel N1 (TRPN1/NompC), Danio rerio. HEK293 zebrafish TRPN1-YFP, Fluo-8 calcium fluorescence; 100% = response to 87 µM carbachol. activation, % at 3 µM. actives 0.18% (n = 220,000);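 active means activation above its plate's cutoff, the mean activation of test wells on that plate plus 3 SD, cut at about 19% in these data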;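 further: 0% = DMSO alone and 100% = 87 µM carbachol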
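Assay system: Zebrafish TRPN1-YFP in HEK293 cells | Incubation: Dye loading 1 h at 37 °C, then 30 min room temperature | Measured by: Kinetic Fluo-8 fluorescence, ex 470-495, em 515-575 nm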
PERK inh = block of dimerizer-induced PERK translation repression, primary screen, PERK inhibitor project, CHO PERK-DD cells, SEAP luminescence, HTS; actives 0.17% (n = 220,000); inhibition, % at 5.6 µM; CHO PERK-DD fusion, SEAP luminescence translation reporter; AID 1416, 2008;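 active means inhibition above the mean inhibition of all tested compounds plus 3 SD, set separately per screening campaign, cut at about 2.9% in these data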;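 further: PERK kinase domain activated by AP20187 dimerizer at 100 nM; 0% = DMSO with dimerizer and 100% = rapamycin at 8.4 µM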
Target sequence (Q9NZJ5 whole entry, looked up, the tested form may be a part): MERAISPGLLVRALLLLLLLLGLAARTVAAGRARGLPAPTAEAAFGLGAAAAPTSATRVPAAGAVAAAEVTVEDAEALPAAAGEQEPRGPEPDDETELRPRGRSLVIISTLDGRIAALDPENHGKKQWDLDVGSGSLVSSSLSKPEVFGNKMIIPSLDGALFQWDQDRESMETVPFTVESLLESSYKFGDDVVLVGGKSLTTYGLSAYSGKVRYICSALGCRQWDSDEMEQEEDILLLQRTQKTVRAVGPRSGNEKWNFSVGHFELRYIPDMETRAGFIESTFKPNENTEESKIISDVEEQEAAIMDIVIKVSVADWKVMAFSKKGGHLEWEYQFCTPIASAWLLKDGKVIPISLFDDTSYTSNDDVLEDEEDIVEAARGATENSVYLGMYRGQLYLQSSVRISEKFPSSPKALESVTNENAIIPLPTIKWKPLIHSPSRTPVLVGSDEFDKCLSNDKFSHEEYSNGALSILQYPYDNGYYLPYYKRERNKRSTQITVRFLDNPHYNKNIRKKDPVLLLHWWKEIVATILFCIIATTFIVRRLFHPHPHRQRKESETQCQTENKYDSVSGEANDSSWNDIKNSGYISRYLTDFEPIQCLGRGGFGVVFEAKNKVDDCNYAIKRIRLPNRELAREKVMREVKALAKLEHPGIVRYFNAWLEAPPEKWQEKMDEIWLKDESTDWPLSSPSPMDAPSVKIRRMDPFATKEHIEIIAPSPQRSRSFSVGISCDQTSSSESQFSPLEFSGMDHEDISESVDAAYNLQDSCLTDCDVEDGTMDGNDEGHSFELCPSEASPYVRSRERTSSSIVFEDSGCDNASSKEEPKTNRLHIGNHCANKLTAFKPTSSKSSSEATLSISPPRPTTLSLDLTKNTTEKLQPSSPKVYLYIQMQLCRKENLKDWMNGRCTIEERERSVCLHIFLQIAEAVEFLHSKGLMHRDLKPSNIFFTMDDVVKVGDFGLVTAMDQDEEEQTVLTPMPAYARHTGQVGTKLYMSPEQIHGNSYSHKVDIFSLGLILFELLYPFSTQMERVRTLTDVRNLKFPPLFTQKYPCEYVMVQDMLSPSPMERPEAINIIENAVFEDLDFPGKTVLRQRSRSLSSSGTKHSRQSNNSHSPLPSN
An asterisk follows results filed as active; & = joins results of further samples.

item | Structure | BaF3 tox | EP2 mod | TRPML3 agonist | m-calpain inh | S1P4 agonist | S1P4 antag | Ba/F3 V617F tox | zfTRPN1 agonist | PERK inh
1 | COC(=O)c1cccc(NC(=O)Cc2nc(-c3ccccc3)sc2-c2ccc(C)cc2)c1 | 8 | -18 | 0.8 | -1 | -1.7 | -3 | 3 | -1.4 | 1.8
2 | CCOC(=O)Cc1csc(NC(=O)CSc2nnc(-c3ccc(F)cc3)o2)n1 | 4 | -1 | 1.2 | 5 | 0.7 | -4 | 4 | 0.6 | -0.5
3 | O=C(CN1CCCCC1)Nc1ccc(N2CCCCCC2)cc1 | 10 | -79 | -0.4 | -25 | 0.8 | -25 | 0 | 1.3 | 0.1
4 | COCCCNC(=O)c1c(N)n(/N=C/c2cccnc2)c2nc3ccccc3nc12 | 7 | -8 | 0.8 | -190 | -0.8 | -7 | 0 | 2.0 | 0.1
5 | O=C(Nc1ccc(NC(=O)C2CC2)nc1)c1ccccn1 | 6 | -1 | 0.8 | -12 | 0.3 | -5 | 1 | 0.8 | -0.3
6 | N/C(Cc1ccc([N+](=O)[O-])cc1)=N\OC(=O)COc1cccc2ccccc12 | 3 | -7 | 0.7 | 17 | 1.6 | -1 | -5 | 0.9 | 0.7
7 | COc1ccc(Cc2nnc(NC(=O)C3CCCO3)s2)cc1 (stereo not given) | -2 | 7&3 | 0.2 | -6 | -1.2 | 11 | -1 | 1.6 | 1.0
8 | COc1cc(C(=O)N/N=C(\C)Cc2ccccc2)cc(OC)c1OC | 80* | -4 | 0.9 | 9 | 0.8 | 14 | 86* | 0.0 | -0.4
9 | O=C(CSc1n[nH]c(-c2ccncc2)n1)c1ccccc1 | 0 | 6 | 1.2 | 20 | 0.3 | -16 | -2 | 2.1 | 0.1
10 | Cc1ccc(C)c(SCC(=O)Nc2cccnc2Cl)c1 | 4 | 15 | -1.0 | 29 | 0.0 | -14 | -1 | -2.5 | 0.9
11 | O=C(CCN1CCOCC1)Nc1ccccc1 | 6 | 19 | 0.1 | -29 | 0.0 | -9 | 1 | 2.5 | -0.6
12 | CCOC(=O)CC(NS(=O)(=O)c1ccc(NC(C)=O)cc1)c1ccc(OCC)cc1 (stereo not given) | 7 | 2 | 1.1 | -9 | 0.8 | -12 | 3 | 1.5 | 0.3
13 | OCc1nc2ccc(Cl)cc2[nH]1 | 0 | -33 | 1.2 | 4 | 0.7 | 5 | 0 | 0.3 | 0.5
14 | O=C(/C=C/c1ccccc1)NCCN1CCOCC1 | 6 | 1 | 1.1 | 25 | 1.0 | -9 | 1 | -0.1 | 0.2
15 | Cc1nnc(SCC(=O)N2CC(=O)Nc3ccccc32)s1 | 2 | -12 | 0.4 | 4 | -1.5 | -6 | 3 | 0.9 | 0.3
16 | CCOC(=O)N1CCN(C(=O)Nc2ccc(Cl)cc2)CC1 | 7 | 37 | 0.2 | -11 | -0.5 | -9 | 4 | 0.9 | 0.5
17 | COC(=O)c1ccc2c(=O)n(NC(=O)C(c3ccccc3)c3ccccc3)c(=S)[nH]c2c1 | 4 | -1 | 0.4 | -32 | 3.3 | -7 | -2 | -0.7 | -0.7
18 | CC(C)CC(O)(CC(C)C)C(=O)NNc1ccccc1 | 2 | 24 | -0.7 | -6 | -1.0 | -4 | -1 | -0.2 | -0.3
19 | Cc1ccc(NC(=O)COC(=O)CNC(=O)c2ccc3ccccc3c2)c([N+](=O)[O-])c1 | -2 | -31 | 0.3 | 5 | -1.0 | -6 | -2 | -2.3 | 1.4
20 | COc1ccc(NC(=O)CSc2nc3ccccc3c(=O)n2Cc2cccs2)c(OC)c1 | 4 | 13 | 0.9 | 23 | 1.6 | 0 | -1 | -1.1 | 0.8
21 | COc1ccc(C)cc1N(CC(=O)N/N=C/c1ccc2c(c1)OCO2)S(C)(=O)=O | 3 | -22 | 1.0 | -28 | 0.2 | -10 | 2 | -1.0 | 0.4
22 | COc1ccc2c(c1OC)C(=O)N1N=C(c3ccc(Cl)cc3)CC21 (stereo not given) | -1 | 4 | 0.2 | -11 | 3.0 | -3 | 0 | -1.6 | -0.3
23 | COc1ccc(N=C2C(=Nc3ccc(OC)cc3)N(c3ccc(OC)cc3)C(=S)N2C(=O)c2ccc(OC)cc2)cc1 | 3 | -7 | 0.4 | -18 | 1.6 | -6 | -4 | -0.4 | 1.6
24 | C=CCNC(=S)NCc1cccnc1 | 6 | 5 | 0.6 | 11 | 0.0 | -11 | -2 | 0.3 | 1.1
25 | COC(=O)C1=C(C)NC(=O)C1(NC(=O)c1ccncc1)C(F)(F)F (stereo not given) | 3 | 10 | 1.1 | 7 | 2.9 | -4 | 2 | 1.1 | 0.7

Pulled one by one from above (five):
item | Structure | BaF3 tox | EP2 mod | TRPML3 agonist | m-calpain inh | S1P4 agonist | S1P4 antag | Ba/F3 V617F tox | zfTRPN1 agonist | PERK inh
3 | O=C(CN1CCCCC1)Nc1ccc(N2CCCCCC2)cc1 | 10 | -79 | -0.4 | -25 | 0.8 | -25 | 0 | 1.3 | 0.1
8 | COc1cc(C(=O)N/N=C(\C)Cc2ccccc2)cc(OC)c1OC | 80* | -4 | 0.9 | 9 | 0.8 | 14 | 86* | 0.0 | -0.4
6 | N/C(Cc1ccc([N+](=O)[O-])cc1)=N\OC(=O)COc1cccc2ccccc12 | 3 | -7 | 0.7 | 17 | 1.6 | -1 | -5 | 0.9 | 0.7
4 | COCCCNC(=O)c1c(N)n(/N=C/c2cccnc2)c2nc3ccccc3nc12 | 7 | -8 | 0.8 | -190 | -0.8 | -7 | 0 | 2.0 | 0.1
16 | CCOC(=O)N1CCN(C(=O)Nc2ccc(Cl)cc2)CC1 | 7 | 37 | 0.2 | -11 | -0.5 | -9 | 4 | 0.9 | 0.5

New compounds follow.
item | Structure | BaF3 tox | EP2 mod | TRPML3 agonist | m-calpain inh | S1P4 agonist | S1P4 antag | Ba/F3 V617F tox | zfTRPN1 agonist | PERK inh
26 | COc1ccccc1-c1ccc(/C=C2\C=CC(=O)O2)o1 | 2 | 14 | 14* | -26 | 0.2 | 2 | -3 | 17 | 0.0
27 | c1cncc(-c2ccnc3ncnn23)c1 | 7 | 9 | 0.3 | 8 | -0.4 | 12 | 2 | 1.5 | 1.1
28 | CC(=O)Cc1ccccc1OC(=O)c1ccco1 | 0 | 19 | 0.6 | -5 | 0.1 | 7 | -1 | 1.3 | 2.4
29 | Cc1ccc(S(=O)(=O)NC(C(=O)O)c2ccccc2)cc1 (stereo not given) | 9 | 4 | 0.5 | -19 | 0.6 | -4 | -1 | 0.8 | 1.1
30 | O=C(CCc1nnc(CCCCc2ccccc2)o1)NCCCc1cccnc1 | 4 | 4 | 0.0 | 1 | 1.7 | -9 | -2 | -0.4 | 0.8
31 | CCCn1c(C)cc(/C=C(\C#N)C(=O)OCC(=O)Nc2cc(OC)c(OC)c(OC)c2)c1C | 9 | 4 | 0.4 | -94 | 0.6 | -4 | 3 | -2.2 | -0.4
32 | Cc1c(C(=O)O)oc2ccc(S(=O)(=O)N(CC(C)C)CC(C)C)cc12 | 2 | 14 | 0.2 | 11 | -1.6 | -12 | -3 | 2.4 | 0.5
33 | O=C(C1=C[C@H](c2ccc3c(c2)OCO3)C[C@H](OCc2ccc(CO)cc2)O1)N1CCN(Cc2ccc3c(c2)OCO3)CC1 | 1 | -5 | -0.1 | 9 | -1.1 | 3 | -1 | -1.5 | 0.3
34 | O=C(COc1ccc2c(C(F)(F)F)cc(=O)oc2c1)Nc1ccc(N2CCOCC2)cc1 | 5 | -10 | 0.4 | -46 | -2.1 | -5 | -2 | 0.2 | 0.7
35 | O=C(Nc1ccc(F)cc1)Nc1ccc(Cl)cn1 | 4 | 9 | 1.0 | 13 | 1.8 | -23 | 3 | 0.9 | 1.6
36 | COc1cc(/C=N/NC(N)=O)ccc1OC(=O)c1cccs1 | 5 | 17 | -0.6 | 15 | -2.0 | 4 | 1 | -2.0 | 1.1
37 | O=C(NCCCn1ccnc1)/C(=C\c1cccnc1)NC(=O)c1ccccc1F | 2 | -20 | 0.8 | -1 | -1.8 | 6 | 2 | 0.3 | 0.8
38 | O=C(Nn1c(Cc2cccs2)nc2ccccc2c1=O)c1cccs1 | 1 | -1 | 0.6 | 29 | 2.1 | -25 | -3 | 0.1 | 0.0
39 | Cc1cc(NC(=O)CSc2nnc(-c3ccncc3)n2Cc2ccccc2)n(-c2ccccc2)n1 | -1 | 40 | -0.9 | -16 | 1.1 | -13 | -1 | 1.8 | -1.7
40 | Cc1ccc(SCCOCCN2CC(C)OC(C)C2)cc1 (stereo not given) | 2 | -13 | -0.4 | 5 | -4.3 | 12 | 5 | 0.2 | -1.0
41 | COc1ccc(-c2nn(-c3ccccc3)cc2/C=C(\CC(=O)O)c2nc3ccccc3s2)cc1OC | 8 | 32 | -0.6 | -259 | 2.0 | -32 | 2 | -1.1 | 0.3
42 | O=C(/C=C/c1ccccc1)N1CCN(C(=O)c2ccco2)CC1 | 6 | -12 | 0.8 | -10 | -3.9 | -13 | -3 | 0.8 | -0.1
43 | Cc1cccnc1NC1CCCCC1 | 2 | 0 | 0.9 | 8 | 1.1 | -31 | 1 | 0.7 | -0.1
44 | S=c1[nH]nc(CN2CCCCC2)n1Cc1ccccc1 | 1 | 39 | 0.0 | -25 | -0.2 | 3 | -1 | 0.0 | 2.1
45 | CCN(CC)S(=O)(=O)c1ccc2nc(CCl)[nH]c2c1 | 6 | -38 | 1.0 | -10 | 4.2 | -7 | 1 | 2.1 | 0.7
46 | COc1cccc(C2=NOC(C(=O)Nc3cccc(C(C)=O)c3)C2)c1 (stereo not given) | 4 | -27 | 0.4 | 12 | -0.2 | -15 | -1 | 0.1 | -2.0
47 | O=C(CSc1ncnc2scc(-c3ccccc3)c12)Nc1ccc(C(=O)O)cc1 | 0 | 24 | 0.1 | 28 | 0.3 | 9 | -6 | -0.1 | 1.1
48 | Cc1ccc(C2(C(F)(F)F)NC(=O)N3CCN=C3S2)cc1 (stereo not given) | 3 | 9 | 1.2 | 18 | 2.0 | -8 | 3 | 2.4 | 2.9*
49 | Cc1cccc(NC(=O)c2ccccc2NC(=O)Cc2ccccc2)c1C | 3 | -6 | -0.3 | -1 | -1.6 | 13 | 2 | -0.8 | 0.5
50 | O=C(NC(CSCc1ccccc1)C(=O)N/N=C/c1ccc(O)cc1O)c1ccc([N+](=O)[O-])cc1 (stereo not given) | 9 | -5 | -0.8 | -25 | -1.9 | -33 | 7 | -1.3 | 0.6

Marked active in TRPML3 agonist, of those listed so far:
| No. | Molecule | EP2 mod | TRPML3 agonist | m-calpain inh | S1P4 agonist | S1P4 antag | PERK inh |
| --- | --- | --- | --- | --- | --- | --- | --- |
| 26 | COc1ccccc1-c1ccc(/C=C2\C=CC(=O)O2)o1 | 14 | 14* | -26 | 0.2 | 2 | 0.0 |

Bioassay records: PubChem, several laboratories
